A-T KAP1 phos: potential ataxia-telangiectasia treatments restoring KAP-1 phosphorylation; […] A-T fibroblasts, KAP-1 phosphorylation AlphaLISA; neocarzinostatin DNA damage 30 min before lysis; Potency, µM (titrated, usually from 57.5 µM), without a hit: at the highest dose activation, usual class: activators; 0.19% of 320,000 active; further: potency means the concentration at half of the fitted maximal effect; % of control where 0% means no effect; nearly all actives have a fitted effect of over 45% in size
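ATM-like activity read as KAP-1 phosphorylation via AlphaLISA donor/acceptor antibody pairs after lysis and 6 hr at 25C. Cells were ATM-null patient fibroblasts ([…], hTERT), dosed 60 min, then exposed to the DSB inducer NCS for 30 min.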
Coupling enz: counter-screen for Giardia aldolase inhibitors: coupling enzyme system; coupling enzyme system counterscreen, AmpLite Red fluorescence; activity change, negative = inhibition, % at 58.2 µM, hits read low; 0.67% of 290,000 active; AID 2472; in the data active means activity change below about -30%; further: on the % scale 0 is the no-effect control and ±100 the full control effect
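Counterscreen lacking aldolase: glyceraldehyde-3-phosphate coupling-enzyme reagent preincubated 10 min at RT with compound (at 57.5 uM final), then substrate/coupling system with AmpLite Red added; fluorescence read at 525/598 nm after 20 min RT.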
BCR signal inh: chronic active BCR signaling inhibition | ABC-DLBCL IkBa-CBG/CBR reporter, luminescence ratio, 4 h | Potency, µM (titrated, usually from 46.1 µM), for inactives: at the top dose ratio change, negative = lower green/red ratio, hits mostly inhibitors | 0.05% of 340,000 active; active means well fitted inhibition curve with a large enough effect in the signal ratio, with a control signal flat, not every such curve was filed as active; inconclusive means small, poorly fitted or top-dose-only effect, or effect the other way, or a change in a side signal; the % refers to the signal ratio;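 further: potency means the concentration at half of the fitted maximal effect; plate controls were basal doxycycline-induced cells for no effect and cells given 10 µM MG132 for full effect; MG132 reads +100%, hits lower the ratio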
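TMD8 ABC-DLBCL cells carrying doxycycline-inducible green luciferase fused to IkappaBalpha plus unfused red luciferase were exposed to compounds (up to 46 uM) for 4 hrs at 37C. Activity came from the overlap-corrected green/red luminescence ratio.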
Tb PFK inh: blocks T. brucei phosphofructokinase | O15648 | 0.17% of 330,000 active | Potency, µM (highest dose often 57.5 µM), for inactives: at the top dose activity, negative = inhibition, most hits filed as inhibitors | T. brucei PFK, ADP-Glo luminescence;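 further: potency means the concentration at half of the fitted maximal effect; 0% = uninhibited 1x PFK enzyme wells and -100% = no-enzyme wells; nearly all actives have a fitted effect of over 60% in size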
Target sequence (O15648 whole entry, looked up): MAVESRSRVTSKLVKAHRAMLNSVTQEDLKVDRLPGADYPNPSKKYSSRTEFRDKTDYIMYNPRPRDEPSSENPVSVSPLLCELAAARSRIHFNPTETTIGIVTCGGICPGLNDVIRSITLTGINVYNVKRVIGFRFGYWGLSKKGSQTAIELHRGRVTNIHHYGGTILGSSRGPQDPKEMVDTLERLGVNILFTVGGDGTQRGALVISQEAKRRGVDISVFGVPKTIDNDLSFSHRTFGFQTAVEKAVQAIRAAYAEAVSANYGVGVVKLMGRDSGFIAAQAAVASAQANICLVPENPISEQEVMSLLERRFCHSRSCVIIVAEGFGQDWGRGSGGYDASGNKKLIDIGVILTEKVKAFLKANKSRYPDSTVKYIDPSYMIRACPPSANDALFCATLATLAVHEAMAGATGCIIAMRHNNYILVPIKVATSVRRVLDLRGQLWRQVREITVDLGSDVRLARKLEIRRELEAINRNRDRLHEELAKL
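Activity is normalized to no-enzyme wells (full inhibition) and 1.25 nM enzyme wells (no inhibition). Reaction: 0.5 mM F6P, 0.1 mM ATP, 45 min RT, ADP-Glo luminescence; concentration-response curves fitted and classed by quality.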
Giardia kill: kills Giardia lamblia. Giardia lamblia trophozoite viability. activity change, % at 7.66 µM, hits read low. 0.15% of 340,000 active. AID 540267; in the data active means activity change below about -80%; inconclusive means between about -30% and that limit;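 further: parasites exposed to compound for two days anaerobically before the ATP read; on the % scale 0 is the no-effect control and ±100 the full control effect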
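Trophozoite viability was measured as ATP-dependent luminescence, read 15-30 min after reagent addition. Before that, parasites at 100 cells/well were exposed to compounds for 48 h, anaerobically, at 37 deg C.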
TCR act: activators of T cell receptors. primary human leukocytes, anti-CD3, IL-2 HTRF, 48 h. Potency, µM (doses to about 9.22 µM), for inactives: at the top dose activation of IL-2 secretion, actives largely listed as activators. 330,000 tested, under 10 active. AID 504894; further: % of control where 0% means no effect
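Primary human leukocytes receive a-CD3 beads and test compound and are incubated 48 hr. Secreted IL-2 is then assayed by HTRF, measuring 665nm acceptor emission after 320nm excitation of the europium donor.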
GALK inh: blocks human galactokinase activity; 0.007% of 270,000 active; Potency, µM (highest dose often 57.5 µM), for the others: at the highest dose activity change, negative = inhibition, actives largely listed as inhibitors; Purified GALK, Kinase-Glo residual ATP luminescence; P51570; further: potency means the concentration at half of the fitted maximal effect; on the % scale 0 is the no-effect control and ±100 the full control effect
Target sequence (P51570 whole entry, looked up): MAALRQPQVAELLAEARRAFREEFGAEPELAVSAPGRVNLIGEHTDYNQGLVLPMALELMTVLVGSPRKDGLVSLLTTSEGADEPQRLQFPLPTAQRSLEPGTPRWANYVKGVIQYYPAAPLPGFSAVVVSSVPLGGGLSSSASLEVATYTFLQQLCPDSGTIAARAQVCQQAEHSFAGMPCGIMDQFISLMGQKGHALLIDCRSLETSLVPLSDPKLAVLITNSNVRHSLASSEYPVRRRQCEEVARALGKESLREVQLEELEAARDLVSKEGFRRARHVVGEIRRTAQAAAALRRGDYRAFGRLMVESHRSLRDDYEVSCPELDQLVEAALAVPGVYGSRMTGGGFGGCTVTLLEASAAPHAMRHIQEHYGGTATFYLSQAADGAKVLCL
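Human GALK (5 nM) with 35 uM ATP and 100 uM galactose in 20 mM HEPES pH 8.0, 5 mM MgCl2, 60 mM NaCl, 1 mM DTT, 0.01% BSA. After 1 h at room temperature, leftover ATP was read by Kinase-Glo Plus luminescence.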
MLL CXXC-DNA inh: blocks binding of human MLL CXXC domain to DNA | Potency, µM (highest dose often 115 µM), for inactives: top-dose activity change, negative = inhibition, hits mostly inhibitors | AID 2662 | 0.037% of 290,000 active | Q03164 | MLL-CXXC / FITC-HOXA9 DNA fluorescence polarization; active means well fitted inhibition curve with a large enough effect in the polarisation, with a control signal flat, not every such curve was filed as active; inconclusive means small, poorly fitted or top-dose-only effect, or effect the other way, or a change in a side signal; inactive means no such curve, though single readings can be large or run the other way; the % refers to the polarisation; further: potency means the concentration at half of the fitted maximal effect
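Steps: dispense CXXC domain solution (7 uM) → pin compounds or unlabeled HOX-A9 DNA control → 5 min ambient → add FLSN-HOX-A9 solution (50 nM) → spin → 30 min ambient → fluorescence polarization. Tris pH 7.5/NaCl/DTT/BSA buffer.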
TSHR antagonist: antagonists of human thyroid stimulating hormone receptor | TSHR-expressing cells, TSH-stimulated cAMP HTRF, 2 h; hits give low values | activity change, negative = inhibition, % at 11.5 µM | 0.2% of 330,000 active;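 active means activity change below a set negative limit, meaning inhibition stronger than a set level, cut at about -70% in these data; inconclusive means activity change between two set negative limits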; further: on the % scale 0 is the no-effect control and ±100 the full control effect
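TSHR-expressing cells, 200/well, pre-treated with compound, then stimulated with EC80 TSH (4nM final) for 2 hours at 37 deg C. cAMP measured by competitive HTRF: anti-cAMP cryptate antibody in lysis buffer plus cAMP-d2, read after 30 minutes at room temperature.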
hERG WT inh: KCNH2 (human, wildtype) channel inhibition; Q12809; U2OS, BacMam KCNH2, thallium flux FluxOr; hits give low values; activity change, % at 1.84 µM; 0.37% of 340,000 active;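 active means maximum activity change below -70%; inconclusive means maximum activity change between -70% and -50%; inactive means maximum activity change above -50%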; further: on the % scale 0 is the no-effect control and ±100 the full control effect
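U2OS cells were transduced with wild-type KCNH2 virus (2.03 x 10^8 / mL) for 4 h at room temperature, then cultured overnight at 37 C. Thallium flux was read with FluxOr dye. Rate constants were normalized to DMSO controls.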
Active calls of the source: *; [ ] = remark or other dose. Unless noted, the call rests on the fitted dose curve; in most records, active means well fitted curve in the direction sought with a large enough effect; inconclusive means small, poorly fitted or top-dose-only effect, or another doubt; inactive means no such curve, though single readings can be large; an effect the other way counts as inactive or inconclusive.

Screening CC(C)(C)NC(=O)C12CC3CC(CC(Cl)(C3)C1)C2 returned A-T KAP1 phos 5%, Coupling enz -1, BCR signal inh -8%, Tb PFK inh 2%, Giardia kill -5, TCR act 0%[46.1 µM], GALK inh -4%, MLL CXXC-DNA inh 5%, TSHR antagonist 8 and hERG WT inh -26.
O=c1oc2cc(OCc3ccc(F)cc3F)ccc2cc1-c1ccc2ccccc2n1 was read as A-T KAP1 phos 9%, Coupling enz 3, BCR signal inh inconclusive, Tb PFK inh -6%, MLL CXXC-DNA inh 29% and TSHR antagonist 5.
Screening O=C(COC(=O)c1c(Cl)ccc(Cl)c1Cl)NC(=O)NCc1ccccc1 returned A-T KAP1 phos -1%, Coupling enz -3, BCR signal inh inconclusive, Tb PFK inh 2%, Giardia kill -7, TCR act -1%[46.1 µM], GALK inh 2%, MLL CXXC-DNA inh 9%, TSHR antagonist 13 and hERG WT inh -1.
Screening Nc1ccc(SCCN2C(=O)c3ccccc3C2=O)cc1 returned A-T KAP1 phos 1%, Coupling enz 0, BCR signal inh -10%, Tb PFK inh 3%, Giardia kill -2, TCR act 4%, GALK inh -2%, MLL CXXC-DNA inh -2%, TSHR antagonist -3 and hERG WT inh 11.
For CCCSC1=N/C(=C\C=C\c2ccco2)C(=O)S1 the results were A-T KAP1 phos -6%, Coupling enz 0, BCR signal inh 4%, Tb PFK inh inconclusive, Giardia kill -9, TCR act -4%, GALK inh 10%, MLL CXXC-DNA inh 17%, TSHR antagonist -12 and hERG WT inh -2.
N/C(=N\OC(=O)c1cc(Br)ccc1Cl)c1cccnc1 was read as A-T KAP1 phos 0%, Coupling enz 3, BCR signal inh 2%, Tb PFK inh -1%, Giardia kill -14, GALK inh -1%, MLL CXXC-DNA inh 1%, TSHR antagonist 6 and hERG WT inh 7.
For COc1ccc(NC(=S)N2CCN(S(=O)(=O)c3ccc(F)cc3)CC2)cc1 the results were A-T KAP1 phos 0%, BCR signal inh 1%, Tb PFK inh -8%, Giardia kill -6, TCR act 7%, GALK inh -3%, MLL CXXC-DNA inh -8%, TSHR antagonist 11 and hERG WT inh -1.
`CCC(C)[C@H](NC(=O)NC1CC1)C(=O)O` (some centres not stated) gave A-T KAP1 phos 8%, Coupling enz 1, BCR signal inh inconclusive, Tb PFK inh 2%, Giardia kill 4, GALK inh 2%, MLL CXXC-DNA inh 1%, TSHR antagonist 58 and hERG WT inh -3.
Screening Cc1ccc(-c2nc3ncccc3o2)cc1N returned A-T KAP1 phos 11%, Coupling enz -1, BCR signal inh -9%, Tb PFK inh 1%, Giardia kill -2, GALK inh 0%, MLL CXXC-DNA inh 3%, TSHR antagonist -12 and hERG WT inh -1.
For Cc1ccc(CN2CCN(CC(=O)O)C2=O)cc1 the results were A-T KAP1 phos -2%, Coupling enz 4, BCR signal inh 1%, Tb PFK inh -1%, Giardia kill 36[activator], TCR act -1%, GALK inh 9%, MLL CXXC-DNA inh 13%, TSHR antagonist 7 and hERG WT inh 3.
C=C(C)CNC(=S)NNC(=O)CCn1c2ccccc2c2ccccc21 was read as A-T KAP1 phos -5%, Coupling enz -3, BCR signal inh inconclusive, Tb PFK inh -2%, Giardia kill 2, TCR act 1%, MLL CXXC-DNA inh 6%, TSHR antagonist -6 and hERG WT inh 1.
`Cc1ccc(S(=O)(=O)NN2C(=O)/C(=C/c3cccnc3)SC2=S)cc1` gave A-T KAP1 phos -18%, Coupling enz 11, BCR signal inh 2%, Tb PFK inh inconclusive, Giardia kill -8, TCR act 1%, GALK inh -9%, MLL CXXC-DNA inh -4%, TSHR antagonist -2 and hERG WT inh 1.
`O=C(COC(=O)c1cccc2ccccc12)Nc1cccnc1Cl` gave A-T KAP1 phos -11%, Coupling enz 0, BCR signal inh 3%, Tb PFK inh -2%, Giardia kill -13, TCR act 5%[46.1 µM], GALK inh 0%, MLL CXXC-DNA inh 7%, TSHR antagonist 13 and hERG WT inh 25.
COCCNC(=O)CN1c2ccccc2CC1C (configuration not stated) was read as A-T KAP1 phos 10%, Coupling enz 3, BCR signal inh 2%, Tb PFK inh -3%, Giardia kill 4, TCR act -3%, GALK inh 0%, MLL CXXC-DNA inh 0%, TSHR antagonist 5 and hERG WT inh -12.
Cc1ccc(NS(=O)(=O)c2cc(OCC(N)=O)c(C)cc2Cl)cc1 was read as A-T KAP1 phos -1%, Coupling enz 0, BCR signal inh 4%, Tb PFK inh 0%, Giardia kill -6, TCR act 3%[46.1 µM], GALK inh -2%, MLL CXXC-DNA inh -4%, TSHR antagonist 5 and hERG WT inh 2.
C/C(=N\NC(=O)CCC(=O)NCc1ccccc1)c1ccc([N+](=O)[O-])cc1 was read as A-T KAP1 phos 15%, BCR signal inh 2%, Tb PFK inh -3%, Giardia kill -18, TCR act -2%, TSHR antagonist -11 and hERG WT inh 2.
`Cc1cc(C)n(-c2nnc(Cl)c3ccccc23)n1` gave A-T KAP1 phos -5%, Coupling enz 1, BCR signal inh -1%, Tb PFK inh -10%, Giardia kill -27, TCR act 2%, GALK inh 4%, MLL CXXC-DNA inh -16%, TSHR antagonist -13 and hERG WT inh 0.
`O=C(NCc1cccs1)C1CCN(S(=O)(=O)c2cccc([N+](=O)[O-])c2)CC1` gave A-T KAP1 phos 2%, Coupling enz 6, BCR signal inh -2%, Tb PFK inh 0%, Giardia kill 1, TCR act -2%, GALK inh 5%, MLL CXXC-DNA inh 8%, TSHR antagonist 1 and hERG WT inh -5.
CC1CCN(C(=O)CCC(=O)Nc2nnc(C(F)(F)F)s2)CC1 was read as A-T KAP1 phos -1%, Coupling enz -1, BCR signal inh 3%, Tb PFK inh -6%, Giardia kill -16, TCR act 1%, GALK inh 6%, MLL CXXC-DNA inh 0%, TSHR antagonist 16 and hERG WT inh 2.
Screening Cc1cc(C)c(C#N)c(SCS(=O)c2ccc(C(C)(C)C)cc2)n1 (configuration not stated) returned A-T KAP1 phos -3%, Coupling enz 3, BCR signal inh -3%, Tb PFK inh -6%, Giardia kill 4, TCR act 2%, GALK inh 5%, MLL CXXC-DNA inh 5%, TSHR antagonist 24 and hERG WT inh -11.
`CC(OC(=O)Cc1c[nH]c2ccccc12)C(=O)Nc1ccccc1F` (configuration not stated) gave A-T KAP1 phos 1%, BCR signal inh inconclusive, Tb PFK inh -15%, Giardia kill -9, TCR act 1%, TSHR antagonist 4 and hERG WT inh 1.
Cc1nnc(N)s1 was read as A-T KAP1 phos 15%, Coupling enz 0, BCR signal inh -7%, Tb PFK inh 0%, Giardia kill 4, TCR act -7%, GALK inh 4%, MLL CXXC-DNA inh -8%, TSHR antagonist 5 and hERG WT inh 6.
For O=C1CN(C(=S)Nc2ccccc2Cl)CCN1 the results were A-T KAP1 phos -11%, Coupling enz -4, BCR signal inh 2%, Tb PFK inh 4%, Giardia kill 15, TCR act 0%, GALK inh -2%, MLL CXXC-DNA inh inconclusive, TSHR antagonist 17 and hERG WT inh 5.
For CC(=O)Nc1ccc(SCC(=O)c2cc(C)n(-c3ccccc3)c2C)cc1 the results were A-T KAP1 phos 3%, Coupling enz -1, BCR signal inh -9%, Tb PFK inh 0%, Giardia kill inconclusive, TCR act 3%[46.1 µM], GALK inh 0%, MLL CXXC-DNA inh 12%, TSHR antagonist -3 and hERG WT inh -13.
For Cc1ccc(C(=O)Nc2cccc([N+](=O)[O-])c2)cc1S(=O)(=O)Nc1ccc(NC(=O)c2ccccc2)cc1 the results were A-T KAP1 phos -3%, Coupling enz -4, BCR signal inh 1%, Tb PFK inh -10%, Giardia kill -13, TCR act -4%[46.1 µM], GALK inh -1%, MLL CXXC-DNA inh -10%, TSHR antagonist -49 and hERG WT inh 0.
Screening CC(CCc1ccccc1)NC(=O)c1cc2sccc2n1C (configuration not stated) returned A-T KAP1 phos -3%, Coupling enz -6, BCR signal inh inconclusive, Tb PFK inh -5%, Giardia kill 21, TCR act -30%, GALK inh 0%, MLL CXXC-DNA inh -4%, TSHR antagonist -9 and hERG WT inh -12.
`COc1cccc(C2=CC(c3ccc(N(C)C)cc3)n3ncnc3N2)c1` (configuration not stated) gave A-T KAP1 phos 11%, Coupling enz -35*, BCR signal inh inconclusive, Tb PFK inh -6%, GALK inh 6%, MLL CXXC-DNA inh 58%[activator] and TSHR antagonist -14.
COc1ccc(NC(=S)NC(=O)c2cccnc2)cc1 was read as A-T KAP1 phos 2%, Coupling enz 1, BCR signal inh -4%, Tb PFK inh 0%, Giardia kill -8, TCR act -1%, GALK inh -2%, MLL CXXC-DNA inh -4%, TSHR antagonist -8 and hERG WT inh -3.
Screening CCN1CCN(CC(=O)Nc2cc(S(=O)(=O)N(CC)c3ccccc3)ccc2Cl)CC1 returned A-T KAP1 phos 1%, BCR signal inh 1%, Tb PFK inh 3%, Giardia kill 9, TCR act 4%, TSHR antagonist 6 and hERG WT inh 3.

Bioassay records: PubChem, National Center for Advancing Translational Sciences (NCATS)
